Bioassay records (PubChem BioAssay)
TAAR1 antagonist – human TAAR1 antagonists, primary screen, Fluo-8 calcium fluorescence, CHO RD-HGA16 cells | Trace amine-associated receptor 1 (Homo sapiens), Q96RJ0 | antagonist | inhibition, % at 3 µM | 1.5% of 360,000 active | AID 624466, 2012;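 active = inhibition above a per-plate cutoff, the mean inhibition of test compounds on that plate plus 3 SD, cut at about 49% in these data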;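 note: 0% = DMSO plus EC80 beta-PEA response and 100% = DMSO alone without agonist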
Target sequence (Q96RJ0 whole entry, looked up): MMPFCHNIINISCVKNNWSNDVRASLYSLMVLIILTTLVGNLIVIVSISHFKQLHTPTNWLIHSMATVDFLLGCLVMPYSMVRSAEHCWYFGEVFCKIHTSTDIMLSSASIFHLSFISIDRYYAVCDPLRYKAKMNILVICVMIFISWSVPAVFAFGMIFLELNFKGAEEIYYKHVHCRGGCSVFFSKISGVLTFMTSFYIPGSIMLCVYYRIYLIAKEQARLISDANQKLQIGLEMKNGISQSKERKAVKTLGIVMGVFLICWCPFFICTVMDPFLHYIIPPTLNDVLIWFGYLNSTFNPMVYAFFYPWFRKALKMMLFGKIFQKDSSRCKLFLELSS
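Test system: RD-HGA16 CHO cells with stable hTAAR1 and Gα16 / Probe or stimulus: EC80 β-phenethylamine stimulus / Times: seeding 17-24 h prior, 75-min 37 °C, 30-min RT dye loading / Detection: Fluo-8 calcium-sensitive fluorescence / Read-out basis: % inhibition scaled between DMSO and EC80 PEA controls / Repeats: singlicate, one well per test compound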
CHO-K1 Ca antag – counter-screen for M1 antagonists: effect in parental CHO-K1 cells; inhibition, % at 3 µM; 0.6% of 360,000 active; ATP-induced calcium, Fluo-8 fluorescence;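 active = inhibition above a per-plate cutoff, the plate's mean sample inhibition plus 3 SD, cut at about 24% in these data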;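 note: 0% = DMSO plus EC80 ATP and 100% = DMSO alone without ATP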
CHRM1 agonist – human M1 muscarinic receptor agonists, primary screen, Fluo-8 calcium fluorescence, CHO-K1 cells, HTS. Muscarinic acetylcholine receptor M1 (Homo sapiens), P11229. CHO-K1 hM1, agonist mode; 0% DMSO, 100% acetylcholine EC100. 0.33% of 360,000 active. activation, % at 3 µM;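 active = activation above the run's mean compound activation plus 3 SD, cut at about 16% in these data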;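 note: peak over basal fluorescence ratio within a 140 s kinetic read after compound addition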
CHO-K1 Ca PAM – nonselective calcium activators in parental CHO-K1 cells, primary screen, counter-screen for M1 PAM project, cell-based, Fluo-8 calcium fluorescence, full deck, 1536-well | activation, % at 3 µM | 0.02% of 360,000 active | ATP EC20; 0% at ATP EC20, 100% at ATP max;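 active = activation above the run cutoff, the mean activation of all test compounds plus 3 SD, cut at about 40% in these data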;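 note: peak over basal fluorescence ratio in a 140 s read after ATP addition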
CHO parental Ca – ATP-evoked calcium signal inhibitors, parental CHO, primary screen, counter-screen for OX1R antagonist project, cell-based, fluorescence, Fluo-8 calcium dye; parental CHO-K1, ATP-induced calcium, Fluo-8 fluorescence; inhibition, % at 5.6 µM; 0.63% of 330,000 active;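 active = inhibition above that plate's mean sample inhibition plus 3 SD, cut at about 26% in these data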;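 note: 0% = ATP-challenged DMSO wells and 100% = DMSO wells without ATP; some compounds past the cut are filed as inactive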
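Material: parental CHO cells / Compound: single nominal dose of 5.6 µM per compound / Signal: Fluo-8 fluorescence / Replicates: singlicate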
TAAR1 ag – human TAAR1 agonists, primary screen, Fluo-8 calcium fluorescence, CHO RD-HGA16 cells | vehicle wells 0%, saturating PEA agonist 100% | activation, % at 3 µM | Trace amine-associated receptor 1 (Homo sapiens), Q96RJ0 | 0.99% of 360,000 active;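 active = activation above the mean activation of all test compounds in the run plus 3 SD, cut at about 38% in these data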
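Repeats: no replicates (n 1) | Material: CHO-derived RD-HGA16 cells with stable Gα16 and human TAAR1 | Technique: Kinetic Fluo-8 calcium fluorescence | Schedule: 17-24 h seeding, 75 min 37 °C dye, 30 min RT | Evaluation: % activation from peak over basal fluorescence ratio, DMSO-to-PEA scaled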
OXTR potentiator – human OXTR potentiators, primary screen, fluorescence, CHO-OTR cells, Fluo-8 calcium | Fluo-8 calcium fluorescence, potentiator mode; 0% = oxytocin EC15, 100% = EC100 | activation, % at 3 µM | 0.061% of 320,000 active;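 active = activation above that plate's cutoff, the mean activation of tested compounds plus 3 SD, cut at about 6.6% in these data, passing the limit was not always enough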;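 note: 100% uses oxytocin at 75 nM as the full agonist control; some results filed as inactive read as strong as hits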
Target sequence (P30559 whole entry, looked up): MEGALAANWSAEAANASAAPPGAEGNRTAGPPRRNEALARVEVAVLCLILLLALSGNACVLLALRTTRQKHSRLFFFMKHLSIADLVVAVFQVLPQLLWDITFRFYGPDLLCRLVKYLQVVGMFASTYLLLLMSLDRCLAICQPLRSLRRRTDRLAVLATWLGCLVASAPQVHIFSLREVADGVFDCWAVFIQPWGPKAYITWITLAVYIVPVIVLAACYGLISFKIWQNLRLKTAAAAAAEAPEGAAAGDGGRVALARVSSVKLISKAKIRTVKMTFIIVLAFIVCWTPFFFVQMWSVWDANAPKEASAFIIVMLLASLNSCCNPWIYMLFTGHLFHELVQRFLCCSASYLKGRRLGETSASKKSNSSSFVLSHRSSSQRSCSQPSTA
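Assay system: CHO cell line stably expressing human OTR | Also added: Oxytocin at about EC15, sub-maximal agonist stimulus | Times: Compound 6 min at room temperature before oxytocin, 100 s read | Measured by: Fluo-8 intracellular calcium fluorescence, ex 470-495, em 515-575 nm | Controls: EC15 oxytocin alone as 0%, 75 nM oxytocin as 100%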
CHRM1 antagonist – human M1 muscarinic receptor antagonists, primary screen, CHO-K1 cells, Fluo-8 calcium fluorescence, 1536-well. Muscarinic acetylcholine receptor M1 (Homo sapiens), P11229. CHO-K1 hM1, ACh EC80 antagonist. inhibition, % at 3 µM. 1.3% of 360,000 active. AID 588852, 2011;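 active = percent inhibition above its own plate's cutoff, namely the mean of that plate's compound wells plus 3 SD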;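 note: peak over basal fluorescence ratio during 140 s after agonist addition; 0% = ACh EC80 plus DMSO and 100% = DMSO alone without agonist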
M1 ag parental – counter-screen for M1 agonists: effect in parental CHO-K1 cells | Fluo-8 calcium fluorescence; scaled to maximal ATP response, vehicle zero | AID 602248, 2012 | 0.48% of 360,000 active | activation, % at 3 µM; in the data active = activation above about 15%;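 note: untransfected CHO-K1 host cells lacking M1 receptor as counterscreen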
Starred values were filed as active, the others as inactive; · = not tested or not shown.

SMILES	TAAR1 antagonist	CHO-K1 Ca antag	CHRM1 agonist	CHO-K1 Ca PAM	CHO parental Ca	TAAR1 ag	OXTR potentiator	CHRM1 antagonist	M1 ag parental
CCNc1nc(NOC)nc(OCC#N)n1	3	-6	-8	15	1	0	4	-7	0.1
CCNC(=S)N/N=C/c1ccc(-c2ccccc2)o1	23	-2	-7	0	-10	-3	-6	-5	0.3
Cc1nn(C)c(C)c1S(=O)(=O)N1CCC(C(=O)NC2CCCCC2)CC1	-8	-12	-7	17	-5	9	-6	-5	0.3
COc1ccc(/C=N/Nc2nc(-c3cccc(S(=O)(=O)N4CCCC4)c3)cs2)c(OC)c1	25	-8	-5	6	-10	-1	-14	2	2.8
O=C(CC(=O)N1CCN(c2ccccn2)CC1)Nc1ccc2nc3n(c(=O)c2c1)CCCCC3	5	1	-10	10	-15	1	-4	2	-0.1
COC(=O)C1=C(C)N(CCc2ccc(OC)cc2)C(=O)C1	52*	15	3	-4	-19	16	-10	-25	3.5
COCC(=O)N1CCC(Oc2ccc(C(=O)N3C[C@H]4CC[C@H]3C4)cc2)CC1	-24	-9	-2	-2	-1	1	-3	-1	-0.1
COc1ccc(NC(=O)C(NC(=O)Cc2cccs2)c2ccccc2)cc1 (stereo not given)	-5	-15	-3	25	-8	4	1	-6	0.8
Cc1cc(=O)[nH]c(NN=Cc2cc(Br)ccc2O)n1	2	-7	3	4	·	3	·	-13	-0.2
COc1cccc(N2CCN(c3ccc4nnc(CCC(=O)Nc5cc(C)ccn5)n4n3)CC2)c1	-12	-5	0	14	-20	3	-11	-16	0.6
C=CCn1c(CSCc2ccccc2)nnc1SCC(=O)N1CCN(c2ccccc2)CC1	9	-11	-4	27	-21	1	-5	-15	5.7
COc1cc(/C=N/NC(=O)c2cccnc2)ccc1OCC(=O)Nc1ccc(C)cc1	27	-5	-3	12	-12	8	2	-1	3.5
COC(=O)c1scc(C)c1NC(=O)CSc1ccc(Cl)cc1	-19	-1	-4	2	-35	-1	-10	0	0.7
COc1cc(OC)cc(C(=O)NC(=S)N(Cc2ccccc2)C(C)C)c1	6	-16	-5	13	-14	-1	-14	-11	0.3
CCOC(=O)C1(C)CCN1C(=O)c1ccc(-c2ccccc2)cc1 (stereo not given)	-7	-4	-4	13	·	0	·	-5	3.5
O=c1c(Cl)c(Cl)cnn1Cc1ccc(F)cc1	7	-6	-8	8	2	4	-1	-5	0.2
CC(=O)Nc1scc(C)c1-c1nc2ccccc2s1	-26	-3	1	-10	-41	10	-7	0	-0.1
CCCCC(CC)Cn1c(N)c(C#N)c2nc3ccccc3nc21 (stereo not given)	-30	-8	-1	-10	-3	-1	-1	3	0.1
Fc1ccccc1Cn1nnc(-c2ccc3c(c2)OCO3)n1	6	-9	-6	12	-5	7	-6	-1	0.1
O=c1[nH]cccc1-c1nc2ccccc2n1Cc1ccccc1F	-2	-11	-2	3	-2	0	-14	-9	0.9
CCC(C)Sc1ccc([C@@H]2[C@@H]3C(=O)N(C)C(=O)[C@@H]3[C@]3(C(=O)OC)CCCCN23)cc1 (stereo not given in full)	3	-14	-6	24	-20	1	-18	-9	-0.3
O=C1CCN(C(=O)Cc2ccccc2)c2ccccc21	-12	-14	-4	14	·	1	·	-6	0.4
CCOc1ccc2[nH]c(C(=O)N/N=C/c3ccc(OC)cc3)cc2c1	70*	0	-1	-11	·	9	·	21	6.2
O=C(Nc1ccc(Cl)c(S(=O)(=O)N2CCCCC2)c1)c1ccncc1	14	13	1	-29	·	8	·	6	8.2
COc1ccccc1NCc1nnc(-c2ccccc2)o1	0	-6	-10	15	-5	-1	1	-17	4.5
Cc1c(C#N)c(O)n(CCO)c(=O)c1N=Nc1ccc2c(c1)COC2=O	5	-1	-1	-14	-1	-1	-6	16	1.1
COc1ccc(C(=O)NNC(=O)c2cnccn2)cc1[N+](=O)[O-]	-9	1	-4	8	-6	8	-3	1	-0.6
CN(C)c1nc(-c2cn(CCC#N)c3ccccc23)cs1	-2	-5	-4	0	4	4	-1	-4	0.2
COc1ccccc1-n1c(C)nnc1SCC(=O)NCc1ccccc1	9	-9	-3	-4	-13	6	-3	12	-0.5
COCCCNc1ccn2nc(-c3cccc(OCc4ccccc4)c3)cc2n1	46	9	-1	-4	·	9	·	27*	2.1
COC(=O)c1cc(S(=O)(=O)N2CCCCCC2)c[nH]1	·	19	0	-10	2	·	-7	-24	-0.2
Cc1cccc(NC2=C/C(=N/S(=O)(=O)c3cccs3)c3ccccc3C2=O)c1	9	-4	-4	6	-20	1	-2	-6	0.2
CCOc1ccc(-c2cc(C(=O)NCCCn3ccnc3)c3ccccc3n2)cc1	27	-11	-4	20	-12	10	-14	-4	3.2
COc1ccc(C2CC(c3ccc(OC)cc3)n3nc(NS(C)(=O)=O)nc3N2)cc1 (stereo not given)	-19	2	-3	-19	-5	6	3	-10	-0.5
O=[N+]([O-])c1ccccc1CN1CCN(S(=O)(=O)c2ccccc2)CC1	3	4	-1	-20	10	-1	-18	17	0.3
CCCCC(=O)OC1CCC2C3CCc4cc(O)ccc4C3CCC12C (stereo not given)	-46	4	0	12	·	15	·	-24	-0.4

As a short view, some entries already given:
SMILES	TAAR1 antagonist	CHO-K1 Ca antag	CHRM1 agonist	CHO-K1 Ca PAM	CHO parental Ca	TAAR1 ag	OXTR potentiator	CHRM1 antagonist	M1 ag parental
CCNc1nc(NOC)nc(OCC#N)n1	3	-6	-8	15	1	0	4	-7	0.1
CCNC(=S)N/N=C/c1ccc(-c2ccccc2)o1	23	-2	-7	0	-10	-3	-6	-5	0.3
Cc1nn(C)c(C)c1S(=O)(=O)N1CCC(C(=O)NC2CCCCC2)CC1	-8	-12	-7	17	-5	9	-6	-5	0.3

More results:
SMILES	TAAR1 antagonist	CHO-K1 Ca antag	CHRM1 agonist	CHO-K1 Ca PAM	CHO parental Ca	TAAR1 ag	OXTR potentiator	CHRM1 antagonist	M1 ag parental
CCC(C)(CN(C)C)OC(=O)c1ccccc1 (stereo not given)	12	-1	-6	13	-3	0	-6	-28	0.2
CN(c1ccc(O)cc1)c1nc(O)c(C2=c3ccccc3=NC2=O)s1	-26	-7	-7	4	-17	-2	-5	-7	1.6
C/C(=N/OCC(=O)Nc1ccc(C)cc1C)c1cccs1	-13	-5	-4	-2	-15	2	-4	-3	0.4
CCN(CC)c1ccc(C=C2C(=O)OC(c3ccccc3)OC2=O)cc1 (stereo not given)	11	2	-5	-4	4	4	-6	-4	0.1
O=C(Nc1ccncc1)Nc1ccc(F)cc1	58*	14	2	12	·	79*	·	-7	2.1
NS(=O)(=O)c1cccc(NC(=O)COC(=O)C2(c3cccc(F)c3)CCCC2)c1	52*	-6	-4	15	-10	6	-7	-1	2.2
COc1ccc2[nH]c(=O)c(CN(C(=O)COc3ccccc3)C(C)C)cc2c1	7	-12	-5	20	-22	7	-11	-7	1.4
CC(N=C1NS(=O)(=O)c2ccccc21)C(=O)OCC(=O)N(C)C1CCS(=O)(=O)C1 (stereo not given)	2	2	-2	-1	1	13	0	11	0.0
COc1cccc(NS(=O)(=O)c2ccc3c(c2)N(C(C)=O)CCO3)c1	-15	-12	3	5	0	2	-5	-8	7.8
C/C=C(\C)C(=O)NCCN1C2=NC[C@@H](Cc3ccccc3)N2C[C@@H]1Cc1ccc(OC)cc1	10	-5	-11	2	-24	19	-2	23	0.2
Cc1nnc(SCCn2c(N3CCN(Cc4ccccc4)CC3)nc3c2c(=O)[nH]c(=O)n3C)s1	-15	12	-6	5	-3	13	-16	7	0.8
CCN1CCN(CCCNC(=O)c2ccc(/C=C3/Sc4ccccc4N(Cc4ccccc4F)C3=O)cc2)CC1	44	-13	-3	18	-16	15	-10	29*	6.6
CCOC(=O)Cc1csc(NC(=O)CN2CCN(c3ccccc3)CC2)n1	-8	-1	-6	7	-15	-1	0	-3	0.5
CN(CC(=O)Nc1c(Cl)cccc1Cl)C(=O)c1ccc(-n2cncn2)c([N+](=O)[O-])c1	-10	-15	-2	13	6	4	-7	-19	0.6

A second format for some results above:
COc1ccc2[nH]c(=O)c(CN(C(=O)COc3ccccc3)C(C)C)cc2c1
  TAAR1 antagonist: 7; CHO-K1 Ca antag: -12; CHRM1 agonist: -5; CHO-K1 Ca PAM: 20; CHO parental Ca: -22; TAAR1 ag: 7; OXTR potentiator: -11; CHRM1 antagonist: -7; M1 ag parental: 1.4
CC(N=C1NS(=O)(=O)c2ccccc21)C(=O)OCC(=O)N(C)C1CCS(=O)(=O)C1 (stereo not given)
  TAAR1 antagonist: 2; CHO-K1 Ca antag: 2; CHRM1 agonist: -2; CHO-K1 Ca PAM: -1; CHO parental Ca: 1; TAAR1 ag: 13; OXTR potentiator: 0; CHRM1 antagonist: 11; M1 ag parental: 0.0
COc1cccc(NS(=O)(=O)c2ccc3c(c2)N(C(C)=O)CCO3)c1
  TAAR1 antagonist: -15; CHO-K1 Ca antag: -12; CHRM1 agonist: 3; CHO-K1 Ca PAM: 5; CHO parental Ca: 0; TAAR1 ag: 2; OXTR potentiator: -5; CHRM1 antagonist: -8; M1 ag parental: 7.8
C/C=C(\C)C(=O)NCCN1C2=NC[C@@H](Cc3ccccc3)N2C[C@@H]1Cc1ccc(OC)cc1
  TAAR1 antagonist: 10; CHO-K1 Ca antag: -5; CHRM1 agonist: -11; CHO-K1 Ca PAM: 2; CHO parental Ca: -24; TAAR1 ag: 19; OXTR potentiator: -2; CHRM1 antagonist: 23; M1 ag parental: 0.2

Three of the entries above in order of the CHRM1 antagonist value, falling.
Structure,CHRM1 antagonist
C/C=C(\C)C(=O)NCCN1C2=NC[C@@H](Cc3ccccc3)N2C[C@@H]1Cc1ccc(OC)cc1,23
O=C(Nc1ccncc1)Nc1ccc(F)cc1,-7
COc1cccc(NS(=O)(=O)c2ccc3c(c2)N(C(C)=O)CCO3)c1,-8
